Bioassay records: PubChem, National Center for Advancing Translational Sciences (NCATS)
BRCA1 expr up: increases BRCA1 expression. MCF7-BRCA1-FFLuc reporter, luminescence, 48 h; response scale: scaled: vehicle 0%, 10 µM genistein 100%. 380,000 compounds, 1.1% hits. Potency, µM (top dose mostly 46.1 µM), without a hit: at the top dose activation, actives largely listed as activators; active means well fitted activation curve with a large enough effect; inconclusive means small, poorly fitted or top-dose-only effect; inactive means no such curve, though single readings can be large or run the other way; further: nearly all actives have a fitted effect of over 80% in size; some results filed as inactive show a strong effect at the top dose
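Compounds are tested at multiple concentrations on MCF7 BRCA1-luciferase reporter cells seeded at 2000 per well; after 48 h, a single luminescence end-point is taken and curves fitted to the normalized data.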
Starred values were filed as active, the others as inactive; u = inconclusive. Potency means the concentration at half of the fitted maximal effect. A portion of the library. The share of hits here may be higher or lower than overall.

SMILES	BRCA1 expr up
Cc1ccc(S(=O)(=O)n2nc(-c3ccccc3)nc2NCc2ccccc2Cl)cc1	2%
OC[C@@H]1O[C@H](n2cnc3c(SCc4ccccc4)ncnc32)[C@H](O)[C@H]1O	0%
Cc1cccc(C)c1-n1nnnc1C1(C)CCC(=O)N1Cc1ccco1 (stereo not given)	4%
CCOc1ccc(CC(=O)Nc2c(C(=O)c3ccc(C)cc3)oc3ccccc23)cc1OCC	1%
CCc1nc2c(OCc3ccc(F)c(F)c3)cccn2c1N(C)C(=O)c1ccc(C)cc1	6%
COc1cccc(CNC(=O)CSc2ncc(S(=O)(=O)c3ccc(C)c(Cl)c3)c(=O)[nH]2)c1	-8%
Cc1ccc(CNC(=O)CCc2nnc3n(C)c(=O)c4sccc4n23)cc1	18%
COc1ccccc1N1CCN(c2ccc(=O)n(CC(=O)O)n2)CC1	-1%
COc1cccc(NC(=O)C2CCN(S(=O)(=O)c3cccc4nonc34)CC2)c1	-2%
CC(O)(c1ccccc1)c1nc(-c2csc3ccccc23)cs1 (stereo not given)	-39%
CC1=C(C#N)C(NC(=O)c2ccccc2)(C(F)(F)F)C(=O)N1 (stereo not given)	0%
Cc1ccc(F)cc1-c1cc2nc(NCCCN(C)C)n(C)c(=O)c2s1	-58%
CCCN1CNc2c(c(=O)[nH]c(=S)n2CCc2cccc(OC)c2OC)C1	0%
COc1ccccc1NC(=O)C1=C(C)Nc2nc(SCc3ccccc3C)nn2C1CC(C)C (stereo not given)	7%
COc1ccc(CNC(=O)c2sc(=O)n(Cc3cc(C(C)=O)ccc3OC)c2C)cc1	-11%
O=C(NC1CCCCC1)C1c2ccccc2OCC(=O)N1CCc1c[nH]c2ccccc12 (stereo not given)	1%
OC[C@@H]1CN(Cc2cccc(C(F)(F)F)c2)C[C@H](n2cnc3c(NCc4ccncc4)ncnc32)O1	-4%
COc1ccc(CCNC(=O)c2ccc(Cn3c(=O)c4ccccc4n(Cc4ccccc4Cl)c3=O)cc2)cc1OC	15%
COC(=O)c1ccc(NC(=O)CCc2c(C)nc3c(c2C)c(=O)n(C)c(=O)n3C)cc1	-4%
CC(CC(=O)Nc1ccc(F)cc1)S(=O)(=O)c1cc2c3c(c1)CCN3C(=O)CC2 (stereo not given)	2%
CCC(=O)N1CCC1(C)C(=O)Nc1cccc(Oc2ccccc2)c1 (stereo not given)	12%
NC(Cc1ccc(Cl)cc1)c1csc(Nc2nccc(C(F)(F)F)n2)n1 (stereo not given)	-16%
OC(c1cccnc1)c1nc(-c2cccc(F)c2)cs1 (stereo not given)	-2%
CN(C)c1cc2c3ccccc3ccc2c2ccccc12	0%
CCc1ccc(Sc2cc(C(=O)NC(C)CC)c3ccccc3n2)cc1 (stereo not given)	0%
CCCCN(CC)CCCn1cnc2c([nH]c3ccc(Cl)cc32)c1=O	-10%
CCS(=O)(=O)N1CCc2cc(C(=O)NCc3ccc(Cl)cc3)ccc21	0%
Cc1oc(-c2cccs2)cc1C(=O)N1CCC(C)(C(=O)NS(=O)(=O)C2CC2)C1 (stereo not given)	10%
Cc1ccc(NC(=O)c2oc3ccccc3c2NC(=O)c2ccccc2C)cc1	4%
CCOc1ccc2c(c1)c(=O)c(S(=O)(=O)c1ccccc1)cn2CC(=O)Nc1ccccc1OC	-8%
CCc1nc2c(OCc3cccc(OC)c3)cccn2c1N(C)C(=O)C(C)C	6%
CN1C(=O)C2(c3ccccc31)N(c1ccc(F)c(Cl)c1)C(=O)CS2(=O)=O (stereo not given)	19%
Cc1cccc(N(CC(=O)Nc2ccccc2C(F)(F)F)S(=O)(=O)c2ccccc2)c1C	-38%
CCCCC(=O)N(C)c1c(CC)nc2c(OCc3ccc(C(F)(F)F)cc3)cccn12	-24%
CC1CCN(S(=O)(=O)c2cc(C(=O)N3CCN(c4ccccc4F)CC3)n(C)c2)CC1	-11%
CCCN1C(=O)C2(c3ccccc31)c1c(oc3ccc(F)cc3c1=O)C(=O)N2CCCOC(C)C (stereo not given)	6%
Cc1cc2nc(C(C)(C)C)c(CC3CCCCC3)n2c(C)c1Br	-5%
CC(C)c1ccc(Cc2cn3cc(-c4cc5ccccc5oc4=O)nc3s2)cc1	-14%
CN1C(=O)C2(c3ccccc31)N(c1cccc(F)c1)C(=O)CS2(=O)=O (stereo not given)	1%
Cc1cc(/C=C(\C#N)C(=O)Nc2ccccc2)c(C)n1-c1ccc(F)cc1	15%
Clc1ccc(-c2nnn3c2nc(NC2CCCCC2)c2ccccc23)cc1	-39%
O=C(Nc1ccc([N+](=O)[O-])cc1)OC1CCS(=O)(=O)C1 (stereo not given)	22%
COc1ccccc1-c1cc2nc(C)c(CCC(=O)NCCc3cccc(C)c3)c(C)n2n1	-10%
COc1cccc(-c2nc(Cl)nc3cc(Cl)ccc23)c1	8%
COc1cccc(NC(=O)Nc2nnc(COCCO)s2)c1	67%
CC1=C(C(N)=O)C(c2ccc(C)cc2)n2nc(SCc3ccccc3F)nc2N1 (stereo not given)	-7%
CCC(c1nnnn1-c1c(C)cccc1C)N1CCN(C/C=C/c2ccccc2)CC1 (stereo not given)	-35%
C=C1C=C(C(F)F)n2ncc(C(=O)NCc3ccc(OC)c(OC)c3)c2N1	-21%
O=C(COc1ccccc1)Nc1ccc2nc(SCC(=O)N3CCc4ccccc43)sc2c1	5%
Cc1cccc(CN2C(=O)c3ccccc3S(=O)(=O)c3ccc(C(=O)N(C)Cc4ccccc4)cc32)c1	-41%
CC(C)C[C@@H](COCc1cccc(Cl)c1)N1CCN(C(=O)c2cccc(C(F)(F)F)c2)CCC1=O	0%
O=C(NCC1CCCCC1)c1ccc2nc([C@@H]3O[C@H](CO)[C@@H](O)[C@H]3O)[nH]c2c1	6%
Cc1ccc(C2NC(=O)c3n[nH]c(-c4cccs4)c32)cc1 (stereo not given)	-7%
COc1cccc(-c2cnc(C(O)c3cc(C)ccc3C)[nH]2)c1 (stereo not given)	6%
Cn1nnnc1SCCNCc1ccc(OCc2ccccc2Cl)cc1	14%
O=S(=O)(c1nccs1)N1CCN(c2nc(-c3cccs3)nc3ccccc23)CC1	11%
Cc1cc(C)n2c(Nc3c(C)cccc3C)c(-c3ccccn3)nc2n1	-23%
Cc1ccc(S(=O)(=O)c2nc(-c3ccccc3)oc2N2CCN(c3ccccc3)CC2)cc1	12%
COc1ccc(-c2nn3c(=O)cc(CN4CCN(C(=O)c5ccc(C(C)(C)C)cc5)CC4)nc3s2)cc1	0%
CCCNC(=O)N1CCN(S(=O)(=O)c2ccc3c(ccn3C)c2)CC1	17%

Later entries
SMILES	BRCA1 expr up
CCOC(=O)C1CCCN(C(=O)c2ccc(OC)cc2OC)CC1 (stereo not given)	15%
CC1(c2nnnn2-c2ccc3c(c2)OCCO3)CCC(=O)N1Cc1cccnc1 (stereo not given)	4%
COC(=O)[C@@]1(Sc2ccc(C)cc2)CC(=O)N(C(=O)CCc2ccccc2)[C@@H]1c1ccccc1	11%
O=C(CSC1=Nc2ccccc2N=C(c2ccc(F)cc2)C1)Nc1ccccc1	-17%
Cc1cc(C)cc(NC(=O)C2CCN(S(=O)(=O)c3ccc4c(c3)oc(=O)n4C)CC2)c1	0%
CCOc1cc(/C=C(\C#N)C(=O)Nc2ccc(C)cc2)ccc1OCc1cc(=O)n2nc(CC)sc2n1	14%
CCCc1ccc(C(O)c2ncc(-c3ccccc3C)[nH]2)cc1 (stereo not given)	26%
COc1ccc(NC(=O)c2oc3ccccc3c2NC(=O)C23CC4CC(CC(C4)C2)C3)cc1	-4%
Cn1c(=O)c2cc(NC(=O)Cc3ccccc3F)ccc2n1Cc1ccc(Cl)cc1	0%
COc1ccccc1-n1c(=O)n(C)c2c(C(N)=O)nc(-c3cccc(OC)c3OC)nc21	-8%
O=C(NCc1ccc(F)c(F)c1)c1cccc2c(-c3cccnc3)coc12	-2%
Cc1ccc2nc(-c3ccccc3)c(Cc3cccc(F)c3)n2c1	9%
CCC(C)NC(=O)c1ccc2nc(-c3ccco3)c(-c3ccco3)nc2c1 (stereo not given)	38%
CCc1nc2c(OCc3ccc(C(F)(F)F)cc3)cccn2c1N(C)C(=O)CC(C)C	-41%
COc1ccc(-c2cc(-c3ccc(C)cc3)nc3c2COc2ccccc2-3)cc1	17%
Cc1cccc(C(=O)OCc2cc(=O)n3nc(C4CCCCC4)sc3n2)c1	0%
COc1cc(C)ccc1OCCSc1nc2ccc(NC(=O)c3ccco3)cc2s1	-44%
Cc1ccc2oc(-c3cc(NC(=O)c4cccs4)cc(C)c3O)nc2c1	-9%
CCc1ccc(NC(=O)CSc2nnc(-c3ccccc3)n2C)cc1	8%
CCCCc1c(-c2ccccc2OC)ncn1CCc1ccccc1	-24%
CCC(=O)Nc1ccc(S(=O)(=O)NCc2cccn2Cc2cccc(C)c2)cc1	0%
CCCCCCNC(=O)CCc1c(C)nc2nc(-c3cc(OC)cc(OC)c3)nn2c1C	-3%
CCN1C(=O)c2ccccc2S(=O)(=O)c2ccc(C(=O)NCc3ccccc3Cl)cc21	-30%
O=C1NC[C@H](CCCCN2C[C@H](Cc3ccccc3)N(CCC3CCCCC3)C(=O)C2=O)N(CCc2ccccc2)C1=O	15%
COc1ccccc1CNC(=O)C1CCN(C2=NS(=O)(=O)C(c3ccc(C)c(C)c3)=C2C)CC1	-54%
CCOc1cc(C2Nc3ccccc3C(=O)N2Cc2ccco2)ccc1OCc1ccccc1Cl (stereo not given)	-32%
COc1cccc(-c2ccc3c(c2)N(Cc2ccc(F)cc2)C(=O)C(C)S3)c1 (stereo not given)	8%
CC(=O)c1cccc(-c2ccnc3c2CC(C(=O)Nc2ccc4c(c2)OCO4)O3)c1 (stereo not given)	-28%
CCOC(=O)N(C)c1c(CC)nc2c(OCc3ccccc3OC)cccn12	-7%
CNc1cncc(-c2cnn(CC(C)C)c2)n1	u
COc1ccc(CN2CCC(C(=O)NC(c3ccc4c(c3)OCO4)c3ccccn3)CC2)cc1 (stereo not given)	0%
CCc1nc2ccc(C(=O)NCCOc3ccc(OC)cc3)cn2c1N(CC)Cc1cccc(Br)c1	-24%
C[C@@H](NC(=O)[C@@H]1CCCN1C(=O)[C@@H]1CCCN1C(=O)c1ccc(Cl)cc1)c1ccccc1	13%
CCOC1=C2[C@@H](CN(S(=O)(=O)c3ccc(C)cc3)[C@H]2c2ccccc2F)[C@H]2C(=O)N(Cc3ccccc3)C(=O)[C@H]2C1	-7%
CCc1ccc2c(c1)c(=O)c(C(=O)c1ccccc1)cn2CC(=O)Nc1ccc(C)c(Cl)c1	1%
COc1ccc(C(=O)NCCn2cc(SCC(=O)Nc3ccc(F)cc3)c3ccccc32)cc1	-3%
Cc1ccc2nc(-c3ccccc3)c(Cc3cccc(Cl)c3)n2c1	24%
COC(=O)COc1ccc(Oc2nc(NC(C)(C)C)nc(N3CCOCC3)n2)nn1	16%
CCCN1CNc2c(c(=O)[nH]c(=S)n2CCc2cc(C)ccc2C)C1	0%
Cc1ccc(S(=O)(=O)N2CCN(c3nc(Nc4ccccc4O)nc4ccccc34)CC2)cc1	27%

Among those listed so far, two have bromine:
SMILES	BRCA1 expr up
Cc1cc2nc(C(C)(C)C)c(CC3CCCCC3)n2c(C)c1Br	-5%
CCc1nc2ccc(C(=O)NCCOc3ccc(OC)cc3)cn2c1N(CC)Cc1cccc(Br)c1	-24%

Further entries.
SMILES	BRCA1 expr up
O=C(NCc1ccccc1)C1c2ccccc2OCC(=O)N1Cc1ccc2c(c1)OCO2 (stereo not given)	20%
COCCCNc1nc2c(c(=O)n(Cc3ccccc3)c(=O)n2C)n1C	7%
CCOc1ccc(S(=O)(=O)N2CCN(c3nc(-c4ccccc4)nc4ccccc34)CC2)cc1	3%
CCOC(=O)[C@@H](NC(=O)/C=C/[C@H]1O[C@@H](n2ccc(=O)[nH]c2=O)[C@H](O)[C@@H]1O)C(C)C	12%
COc1ccc(-c2ccccc2)cc1NC(=O)C1(C)CCN1C(=O)C(C)C (stereo not given)	2%
Cn1ccc2c(-c3cncc4ccccc34)cc3c(c21)C1CCC3O1 (stereo not given)	0%
CC(=O)Nc1ccc(S(=O)(=O)O)c2cc(S(=O)(=O)O)c(N=Nc3ccc(N=Nc4ccc(S(=O)(=O)O)cc4)c4ccc(S(=O)(=O)O)cc34)c(O)c12	-42%
CCCOc1ccc(F)cc1-c1cc(C(=O)Nc2ccc(OC)cc2C)[nH]n1	-41%
CC(C)c1ccc(N2C(=O)CSC23C(=O)N(Cc2ccccc2)c2ccccc23)cc1 (stereo not given)	3%
O=C(c1ccc2c(=O)n(CC3CCCO3)c(=S)[nH]c2c1)N1CCN(C(=O)c2ccco2)CC1 (stereo not given)	5%

Of the compounds above, 12 contain an NH in an aromatic ring.
SMILES	BRCA1 expr up
COc1cccc(CNC(=O)CSc2ncc(S(=O)(=O)c3ccc(C)c(Cl)c3)c(=O)[nH]2)c1	-8%
CCCN1CNc2c(c(=O)[nH]c(=S)n2CCc2cccc(OC)c2OC)C1	0%
O=C(NC1CCCCC1)C1c2ccccc2OCC(=O)N1CCc1c[nH]c2ccccc12 (stereo not given)	1%
CCCCN(CC)CCCn1cnc2c([nH]c3ccc(Cl)cc32)c1=O	-10%
O=C(NCC1CCCCC1)c1ccc2nc([C@@H]3O[C@H](CO)[C@@H](O)[C@H]3O)[nH]c2c1	6%
Cc1ccc(C2NC(=O)c3n[nH]c(-c4cccs4)c32)cc1 (stereo not given)	-7%
COc1cccc(-c2cnc(C(O)c3cc(C)ccc3C)[nH]2)c1 (stereo not given)	6%
CCCc1ccc(C(O)c2ncc(-c3ccccc3C)[nH]2)cc1 (stereo not given)	26%
CCCN1CNc2c(c(=O)[nH]c(=S)n2CCc2cc(C)ccc2C)C1	0%
CCOC(=O)[C@@H](NC(=O)/C=C/[C@H]1O[C@@H](n2ccc(=O)[nH]c2=O)[C@H](O)[C@@H]1O)C(C)C	12%
CCCOc1ccc(F)cc1-c1cc(C(=O)Nc2ccc(OC)cc2C)[nH]n1	-41%
O=C(c1ccc2c(=O)n(CC3CCCO3)c(=S)[nH]c2c1)N1CCN(C(=O)c2ccco2)CC1 (stereo not given)	5%
